Screens from PubChem.
KCNH2 3.1 block = qHTS for Inhibitors of KCHN2 3.1: Mutant qHTS; AID 720553, 2013; U2OS KCNH2 3.1, thallium flux FluxOr; stronger effect = lower value; Potassium voltage-gated channel subfamily H member 2, brain isoform KCNH2 3.1 (human); hit rate 0.95% among 340,000; activity change, % (tested at about 1.8 µM);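 active = maximum activity change below -70%; inconclusive = maximum activity change from -70% to -50%; inactive = maximum activity change above -50%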;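 also: thallium influx rate constant from kinetic fluorescence after stimulation buffer; % is scaled to controls: 0 for no effect and ±100 for the full control effect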
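Kinetic fluorescence (2 min after stimulation buffer) measures Tl+ influx through KCNH2 3.1 expressed by viral transduction in U2OS cells; the rate constant is normalized against DMSO controls serving as positive and negative references.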
Rab9 prom act = qHTS Assay for Rab9 Promoter Activators; Huh7 Rab9 promoter-luciferase reporter, luminescence, 24 h; AID 485297, 2010; Potency, µM (top dose mostly 9.22 µM), for the others: top-dose activation, negative = inhibition, most hits filed as activators; hit rate 2.8% among 320,000; also: potency is read from the fitted curve at half-maximal effect; % of control where 0% means no effect; nearly all actives have a fitted effect of over 60% in size
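Huh7 cells stably carrying Rab9 promoter–luciferase reporter, plated 1500 cells/well, compound added after 2 h and incubated 24 h at 37 °C; luciferase luminescence then read after 10 min with detection reagent.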
VP16 counter = VP16 counterscreen qHTS for inhibitors of ROR gamma transcriptional activity. Drosophila S2 Gal4-VP16 UAS-luciferase, luminescence, 20 h. Potency, µM (titrated, usually from 53.6 µM), for the others: at the highest dose activity, negative = inhibition, usual class: inhibitors. hit rate 3.5% among 310,000;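 also: Gal4-VP16 expression switched on by copper sulfate through the metallothionein promoter; potency is read from the fitted curve at half-maximal effect; % is scaled to controls: 0 for no effect and ±100 for the full control effect; nearly all actives have a fitted effect of over 50% in size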
MBNL1 CUG block = qHTS Assay for Inhibitors of MBNL1-poly(CUG) RNA binding; Muscleblind-like protein 1 (Homo sapiens), Q9NR56; TR-FRET MBNL1-His/biotin-(CUG)12 binding, 665/545 ratio; Potency, µM (highest dose often 57.5 µM), without a hit: at the top dose activity change, negative = inhibition, actives largely listed as inhibitors; hit rate 0.036% among 280,000; AID 2675, 2010; active = well fitted inhibition curve with a large enough effect in the signal ratio, with a control signal flat, not every such curve was filed as active; inconclusive = small, poorly fitted or top-dose-only effect, or effect the other way, or a change in a side signal; inactive = no such curve, though single readings can be large or run the other way; the % refers to the signal ratio; also: potency is read from the fitted curve at half-maximal effect; % is scaled to controls: 0 for no effect and ±100 for the full control effect
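TR-FRET readout: Ex 340 nm, 665/545 nm emission ratio, normalized to buffer-only (basal) and MBNL1-(CUG)12 controls. Complex of MBNL1-His with Biotin-(CUG)12, compounds 92 nM–58 uM, incubated 60 min at room temperature.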
Menin-MLL TR inh = qHTS Assay for Inhibitors Targeting the Menin-MLL Interaction in MLL Related Leukemias: Competition With Texas Red Labeled MLL-derived Mutant Peptide; O00255; hit rate 0.23% among 270,000; Menin + Texas Red MLL mutant peptide, fluorescence polarization; Potency, µM (titrated, usually from 61.6 µM), for the others: at the highest dose FP activity change, negative = inhibition, most hits filed as inhibitors; AID 1768, 2009; active = well fitted inhibition curve with a large enough effect in the polarisation, with a control signal flat, not every such curve was filed as active; inconclusive = small, poorly fitted or top-dose-only effect, or effect the other way, or a change in a side signal; inactive = no such curve, though single readings can be large or run the other way; the % refers to the polarisation; also: potency is read from the fitted curve at half-maximal effect; % of control where 0% means no effect; many of its hits are not listed in these tables
Target sequence (O00255 whole entry, looked up): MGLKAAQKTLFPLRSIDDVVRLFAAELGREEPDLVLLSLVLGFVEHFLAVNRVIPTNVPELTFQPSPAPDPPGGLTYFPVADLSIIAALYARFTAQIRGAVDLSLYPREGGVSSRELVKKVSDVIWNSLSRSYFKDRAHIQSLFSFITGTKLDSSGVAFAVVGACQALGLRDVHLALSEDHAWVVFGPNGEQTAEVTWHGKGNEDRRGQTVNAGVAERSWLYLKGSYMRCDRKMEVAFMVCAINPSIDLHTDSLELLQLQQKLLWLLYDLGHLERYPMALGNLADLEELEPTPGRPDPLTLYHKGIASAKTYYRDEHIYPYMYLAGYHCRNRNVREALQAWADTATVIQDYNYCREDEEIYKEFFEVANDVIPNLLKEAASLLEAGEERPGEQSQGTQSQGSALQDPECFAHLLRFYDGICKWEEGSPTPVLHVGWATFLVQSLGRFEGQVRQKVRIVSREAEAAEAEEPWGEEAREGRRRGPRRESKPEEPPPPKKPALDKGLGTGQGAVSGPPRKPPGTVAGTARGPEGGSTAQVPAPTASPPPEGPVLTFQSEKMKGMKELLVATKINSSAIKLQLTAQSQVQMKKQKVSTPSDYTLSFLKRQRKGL
NPC1 prom act = qHTS Assay for NPC1 Promoter Activators; Huh7 NPC1 promoter luciferase reporter, 24 h; Potency, µM (top dose mostly 9.22 µM), for inactives: top-dose activation, actives largely listed as activators; hit rate 2.4% among 320,000; AID 485313, 2010;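 also: potency is read from the fitted curve at half-maximal effect; % of control where 0% means no effect; nearly all actives have a fitted effect of over 60% in size; reporter is driven by a mutant NPC1 promoter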
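Readout is luciferase luminescence, reflecting NPC1 promoter activation in stably transfected Huh7 cells after 24 h compound exposure at 37 °C in reduced-serum medium with 10% FBS.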
Mito fusion yeast = qHTS Assay for Small Molecule Inhibitors of Mitochondrial Division or Activators of Mitochondrial Fusion; S. cerevisiae fusion-defective mutant growth rescue, CellTiterGlo 48 h; Potency, µM (highest dose often 46.1 µM), inactives show top-dose growth rescue (activation), most hits filed as activators; hit rate 0.23% among 320,000;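 also: potency is read from the fitted curve at half-maximal effect; % of control where 0% means no effect; nearly all actives have a fitted effect of over 45% in size; temperature-sensitive fusion mutants such as fzo1-1 at 37 °C on non-fermentable ethanol glycerol medium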
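Yeast fusion mutant, YPEG (non-fermentable carbon), compound, 48 h at 37C non-permissive; CellTiterGlo added, 10 min RT, luminescence read. Rescued growth = division inhibition.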
RORgamma inh = qHTS for inhibitors of ROR gamma transcriptional activity; Potency, µM (doses to about 53.6 µM), for inactives: at the top dose activity change, negative = inhibition, actives largely listed as inhibitors; hit rate 5.4% among 310,000; Drosophila S2 Gal4-RORgamma UAS-luciferase reporter, 20 h; AID 2551, 2010; also: potency is read from the fitted curve at half-maximal effect; % is scaled to controls: 0 for no effect and ±100 for the full control effect; nearly all actives have a fitted effect of over 60% in size
Target sequence (P51450 whole entry, looked up, the tested form may be a part): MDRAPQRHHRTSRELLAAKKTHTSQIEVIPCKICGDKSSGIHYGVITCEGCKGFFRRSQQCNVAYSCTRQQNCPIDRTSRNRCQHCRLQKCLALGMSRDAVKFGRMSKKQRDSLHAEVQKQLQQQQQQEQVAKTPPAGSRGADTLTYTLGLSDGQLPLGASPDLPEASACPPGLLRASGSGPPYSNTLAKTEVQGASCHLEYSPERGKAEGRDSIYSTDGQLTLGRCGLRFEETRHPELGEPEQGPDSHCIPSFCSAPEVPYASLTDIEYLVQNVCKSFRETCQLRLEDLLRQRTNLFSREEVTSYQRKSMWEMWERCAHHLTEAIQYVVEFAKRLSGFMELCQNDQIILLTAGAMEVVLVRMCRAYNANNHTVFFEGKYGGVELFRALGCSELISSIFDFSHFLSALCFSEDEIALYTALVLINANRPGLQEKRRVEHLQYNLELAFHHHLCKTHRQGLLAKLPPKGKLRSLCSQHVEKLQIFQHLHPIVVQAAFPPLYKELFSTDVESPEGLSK
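Compounds are pin-transferred onto Drosophila Schneider cells expressing a copper-inducible Gal4–ROR gamma transactivation domain fusion. After 1 hr, copper sulfate is added to 700 uM final; luciferase is read 20 hr later.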
FLuc modulator = qHTS profiling assay for firefly luciferase inhibitor/activator using purifed enzyme and Km concentrations of substrates (counterscreen for miR-21 project); Luciferin 4-monooxygenase (Photinus pyralis), P08659; purified FLuc, Km substrates, luminescence inhibition; Potency, µM (top dose mostly 57.5 µM), without a hit: at the top dose activity change, negative = inhibition, most hits filed as inhibitors; hit rate 6.9% among 360,000; AID 588342, 2011;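 also: potency is read from the fitted curve at half-maximal effect; plate controls were vehicle for no effect and reference inhibitor for full effect; nearly all actives have a fitted effect of over 55% in size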
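Purified P. pyralis luciferase (10nM final) with 10uM D-luciferin and 10uM ATP (Km levels) in 50mM Tris acetate pH 7.5, 10mM Mg acetate, 0.01% Tween-20, 0.05% BSA; qHTS 6-point titration, ~60 µM downward; luminescence read.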
PKM2 act = qHTS Assay for Activators of Human Muscle isoform 2 Pyruvate Kinase; Potency, µM (top dose mostly 57.5 µM), for the others: at the highest dose activation, most hits filed as activators; Pyruvate kinase PKM (Homo sapiens), P14618; purified PKM2, Kinase-Glo ATP luminescence, activation; response scale: 0% is enzyme alone, no compound; hit rate 0.34% among 260,000; also: potency is read from the fitted curve at half-maximal effect; % is scaled to controls: 0 for no effect and ±100 for the full control effect; nearly all actives have a fitted effect of over 55% in size
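ATP formation by purified human PK-M2, quantified via coupled luciferase luminescence after 1 h at room temperature with 0.1 mM ADP and 0.5 mM PEP final.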
ELG1 repair inh = qHTS screen for small molecules that inhibit ELG1-dependent DNA repair in human embryonic kidney (HEK293T) cells expressing luciferase-tagged ELG1 | hit rate 2.3% among 330,000 | HEK293T ELG1-luciferase reporter, luminescence, 16 h; DNA damage induced by 5-fluorouridine | Potency, µM (titrated, usually from 46.1 µM), for the others: top-dose activity change, negative = inhibition, hits mostly inhibitors; also: potency is read from the fitted curve at half-maximal effect; % is scaled to controls: 0 for no effect and ±100 for the full control effect; nearly all actives have a fitted effect of over 55% in size
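5-Fluorouridine DNA damage + compound/DMSO, 2,000 cells/well, 16 h, 37 °C/5% CO2. ONE-Glo, 30 min RT, luminescence. Readout = decrease in reporter signal.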
Numbers without * were called inactive; [ ] = another dose, or the depositor's remark. Unless noted, calls follow the shape of the dose curve; as a rule, active = well fitted curve in the direction sought with a large enough effect; inconclusive = small, poorly fitted or top-dose-only effect, or another doubt; inactive = no such curve, though single readings can be large; an effect the other way counts as inactive or inconclusive. Only part of the results is shown, so the mix of outcomes need not match the whole.

How did Cc1cccc(CNC(=O)C2CCC(=O)N(CCc3cccc(F)c3)C2)n1 (stereo unspecified) do in these assays?
KCNH2 3.1 block: 10.4; Rab9 prom act: -9.8%; VP16 counter: 1.3%; MBNL1 CUG block: 6.1%; Menin-MLL TR inh: inconclusive; NPC1 prom act: 3.7%; Mito fusion yeast: 2.4%; RORgamma inh: -4.9%; FLuc modulator: 2.6%; PKM2 act: -14.3%; ELG1 repair inh: -4.3%

What do the screens show for `COC(=O)c1ccc(NC(=S)NC2CC(C)(C)NC(C)(C)C2)cc1`?
KCNH2 3.1 block: -7.9; Rab9 prom act: -3.8%; VP16 counter: inconclusive; MBNL1 CUG block: -0.6%; Menin-MLL TR inh: -1.3%; NPC1 prom act: -1.7%; Mito fusion yeast: -1.2%; RORgamma inh: -5.1%; FLuc modulator: 1.1%; PKM2 act: -14.8%; ELG1 repair inh: -0.3%

How did Cc1ccn2c(=O)nc(SCC(=O)OCc3ccccc3)nc2c1 do in these assays?
KCNH2 3.1 block: 5.2; Rab9 prom act: 2.0%; NPC1 prom act: -3.6%; Mito fusion yeast: 7.1%; FLuc modulator: 1.3%; ELG1 repair inh: 0.0%

Results for Cn1c(=O)c2c(nc(CN3CCN(CCO)CC3)n2Cc2cccc3ccccc23)n(C)c1=O ?
KCNH2 3.1 block: -0.1; Rab9 prom act: -4.7%; VP16 counter: -1.3%; MBNL1 CUG block: 1.5%; Menin-MLL TR inh: 18.9%; NPC1 prom act: 0.2%; Mito fusion yeast: 2.0%; RORgamma inh: -24.0%; FLuc modulator: -1.7%; PKM2 act: -4.2%; ELG1 repair inh: -17.0%

What do the screens show for `Cc1cccc(NC(=S)N/N=C/c2cccc(O)c2)c1C`?
KCNH2 3.1 block: 14.1; Rab9 prom act: -30.6%[inhibitor]; VP16 counter: 14.1µM*; MBNL1 CUG block: -2.9%; NPC1 prom act: -26.4%; Mito fusion yeast: -5.7%; RORgamma inh: 4.47µM*; FLuc modulator: inconclusive; PKM2 act: 1.0%; ELG1 repair inh: 18.3µM*

Results for CC(C)C1Oc2ccccc2N(CC(=O)N(Cc2ccccn2)CC2CCCO2)C1=O (stereo unspecified) ?
KCNH2 3.1 block: -28.3; Rab9 prom act: -4.1%; VP16 counter: 3.9%; MBNL1 CUG block: -17.9%; Menin-MLL TR inh: -9.2%; NPC1 prom act: 0.4%; Mito fusion yeast: 2.4%; RORgamma inh: -3.5%[10 µM]; FLuc modulator: 2.3%; PKM2 act: -3.1%; ELG1 repair inh: -8.7%

How did CCOc1cc(/C=C2\SC(=O)N(c3ccc(O)cc3)C2=O)ccc1O do in these assays?
KCNH2 3.1 block: 14.8; Rab9 prom act: 0.6%; VP16 counter: -7.5%; MBNL1 CUG block: inconclusive; NPC1 prom act: -3.3%; Mito fusion yeast: 11.5%; RORgamma inh: -15.4%; FLuc modulator: inconclusive; PKM2 act: -1.3%; ELG1 repair inh: -24.9%

What do the screens show for `Cc1ccc(N=C(N)N=C(N)N)c(C)c1`?
KCNH2 3.1 block: 13.2; Rab9 prom act: -1.8%; VP16 counter: -8.0%; MBNL1 CUG block: 0.2%; NPC1 prom act: 2.3%; Mito fusion yeast: 0.0%; RORgamma inh: -8.0%; FLuc modulator: -0.5%; PKM2 act: -6.1%; ELG1 repair inh: -3.4%

How did CC(=O)N1C(O)CC(C)N1c1ccccc1 (stereo unspecified) do in these assays?
KCNH2 3.1 block: 18.1; Rab9 prom act: 2.2%; VP16 counter: 2.0%; Menin-MLL TR inh: -17.1%; NPC1 prom act: 0.8%; Mito fusion yeast: -0.8%; RORgamma inh: 11.7%; FLuc modulator: 0.2%; PKM2 act: 5.7%; ELG1 repair inh: 1.2%

Results for CCOc1ccc(C(C(=O)NCC2CCCO2)N(C(=O)c2snc(C(N)=O)c2N)c2ccc(F)cc2)cc1 (stereo unspecified) ?
KCNH2 3.1 block: 1.6; Rab9 prom act: -6.0%; VP16 counter: 0.3%; MBNL1 CUG block: 1.5%; NPC1 prom act: -2.9%; Mito fusion yeast: 0.9%; RORgamma inh: 29.5%; FLuc modulator: 1.0%; ELG1 repair inh: inconclusive

How did Cc1ccc(N2C(=O)C(NC(=O)c3ccccc3F)(C(F)(F)F)C3=C2CC(C)(C)CC3=O)cc1 (stereo unspecified) do in these assays?
KCNH2 3.1 block: -6.9; Rab9 prom act: -3.8%; VP16 counter: -0.9%; MBNL1 CUG block: 0.6%; Menin-MLL TR inh: -1.0%; NPC1 prom act: -0.4%; Mito fusion yeast: 14.7%; RORgamma inh: 10.6%; FLuc modulator: 3.5%; PKM2 act: 0.6%; ELG1 repair inh: -3.2%

Results for CCOC(=O)N1CCN(S(=O)(=O)c2cc(OCC)ccc2OCC)CC1 ?
KCNH2 3.1 block: 5.6; Rab9 prom act: 1.4%; VP16 counter: -3.6%; MBNL1 CUG block: 0.6%; Menin-MLL TR inh: -20.2%; NPC1 prom act: -0.4%; Mito fusion yeast: 0.3%; RORgamma inh: 23.0%; FLuc modulator: -2.4%; PKM2 act: -1.8%; ELG1 repair inh: 1.4%

How did Cc1ccc(NC(=O)CN2C(=O)S/C(=C\c3ccc(-c4cccc(C(=O)O)c4C)o3)C2=O)cc1C do in these assays?
KCNH2 3.1 block: -3.6; Rab9 prom act: -3.6%; VP16 counter: 2.7%; MBNL1 CUG block: 6.7%; Menin-MLL TR inh: 55.1%[activator]; NPC1 prom act: -0.1%; Mito fusion yeast: 3.1%; RORgamma inh: -5.5%; FLuc modulator: inconclusive; PKM2 act: inconclusive; ELG1 repair inh: -4.4%

What do the screens show for `Cc1cc(NC(=O)c2ccc(Cl)c(S(=O)(=O)N3CCCCC3)c2)no1`?
KCNH2 3.1 block: 9.1; Rab9 prom act: -1.3%; VP16 counter: -0.6%; MBNL1 CUG block: 0.8%; NPC1 prom act: 3.4%; Mito fusion yeast: 1.4%; RORgamma inh: 0.0%; FLuc modulator: 0.8%; PKM2 act: -8.2%; ELG1 repair inh: inconclusive

How did CN1CCc2c(sc(NC(=O)C3COc4ccccc4O3)c2C(N)=O)C1 (stereo unspecified) do in these assays?
KCNH2 3.1 block: -15.1; Rab9 prom act: inconclusive; VP16 counter: -4.4%; MBNL1 CUG block: -3.5%; Menin-MLL TR inh: -5.2%; NPC1 prom act: inconclusive; Mito fusion yeast: 0.9%; RORgamma inh: -23.9%; FLuc modulator: -11.1%; PKM2 act: 0.5%; ELG1 repair inh: inconclusive

How did CCCc1cc(=O)[nH]c(SCC(=O)N2C(C)CCCC2C)n1 (stereo unspecified) do in these assays?
KCNH2 3.1 block: -13.4; Rab9 prom act: 0.6%; VP16 counter: 13.8%; MBNL1 CUG block: -4.2%; Menin-MLL TR inh: -10.9%; NPC1 prom act: -2.4%; Mito fusion yeast: -3.5%; RORgamma inh: 11.8%; FLuc modulator: 0.6%; PKM2 act: -1.9%; ELG1 repair inh: 0.2%

Results for O=C(CCN1CCN(c2ccccc2)CC1)N/N=C/c1ccccc1OC(F)F ?
KCNH2 3.1 block: -12.2; Rab9 prom act: -0.4%; VP16 counter: inconclusive; MBNL1 CUG block: 2.3%; Menin-MLL TR inh: -0.6%; NPC1 prom act: -7.4%; Mito fusion yeast: 2.0%; RORgamma inh: 11.2µM*; FLuc modulator: -0.6%; PKM2 act: -2.2%; ELG1 repair inh: 11.6µM*

Results for CCOC(=O)c1sc(N)c(C(=O)Nc2ccccc2OC)c1C ?
KCNH2 3.1 block: -2.7; Rab9 prom act: -25.9%; VP16 counter: -6.8%; MBNL1 CUG block: inconclusive; Menin-MLL TR inh: 5.7%; NPC1 prom act: -31.4%[inhibitor]; Mito fusion yeast: 2.4%; RORgamma inh: -28.8%; FLuc modulator: inconclusive; ELG1 repair inh: -19.7%

What do the screens show for `CSc1nc2ccc(NC(=O)c3cc4ccccc4o3)cc2s1`?
KCNH2 3.1 block: 17.6; Rab9 prom act: 2.51µM*; VP16 counter: -28.6%; MBNL1 CUG block: 90.6%[activator]; Menin-MLL TR inh: 3.5%; NPC1 prom act: 1.58µM*; Mito fusion yeast: -0.3%; RORgamma inh: -2.0%; FLuc modulator: 1.07µM*; PKM2 act: -14.8%; ELG1 repair inh: inconclusive
